DRD3 agonist – qHTS of D3 Dopamine Receptor Agonist: qHTS; D(3) dopamine receptor (Homo sapiens), P35462; D3R DiscoveRx beta-arrestin cells, luminescence, 90 min; max activation, %; 0.58% of 410,000 active; in the data active means max activation above about 30%; further: 0% is about no effect; mostly tested at two doses, the higher about 12 µM
Target sequence (P35462 whole entry, looked up): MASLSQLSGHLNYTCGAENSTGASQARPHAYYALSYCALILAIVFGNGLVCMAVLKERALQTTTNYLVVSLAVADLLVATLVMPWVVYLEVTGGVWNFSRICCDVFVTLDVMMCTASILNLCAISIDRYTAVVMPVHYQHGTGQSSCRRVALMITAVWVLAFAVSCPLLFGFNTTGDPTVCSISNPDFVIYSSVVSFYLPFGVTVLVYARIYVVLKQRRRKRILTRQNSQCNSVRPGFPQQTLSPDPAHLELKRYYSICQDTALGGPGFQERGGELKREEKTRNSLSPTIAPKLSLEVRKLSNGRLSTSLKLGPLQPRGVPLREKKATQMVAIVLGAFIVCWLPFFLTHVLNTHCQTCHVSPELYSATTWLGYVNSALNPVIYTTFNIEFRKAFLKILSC
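Agonist-mode cell screen: cells plated at 1500/well and incubated overnight at 37 °C, then exposed to library compounds for 90 min at 37 °C. Detection reagent was added for 30–60 min at room temperature, and luminescence was read.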
IL-1B inflam inh – qHTS for Inhibitors of Inflammasome Signaling: IL-1-beta AlphaLISA Primary Screen; 4.7% of 360,000 active; activity change, % at 57.5 µM; THP-1 LPS/ATP IL-1B secretion, AlphaLISA, 16 h; stronger effect = lower value; AID 743279, 2014; in the data active means activity change below about -50%; inconclusive means mostly about -30% to -49%; further: on the % scale 0 is the no-effect control and ±100 the full control effect
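Secreted IL-1B measured by AlphaLISA bead assay after 16 h compound exposure of THP-1 cells; compounds (final up to 57.5 uM) added 1 h before LPS (250 ng/mL) and ATP (1.25 mM) stimulation; lower signal means less secretion.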
KB-3-1 tox – qHTS assay for MDR1-selective chemotherapeutics: Primary screen using the parental adenocarcinoma cell KB-3-1 | KB-3-1 viability, CellTiter-Glo ATP luminescence, 72 h | Potency, µM (doses to about 46.1 µM), without a hit: at the top dose activity change, negative = cytotoxic, hits mostly cytotoxic | 1.4% of 400,000 active | AID 1347075, 2019; further: potency means the concentration at half of the fitted maximal effect; on the % scale 0 is the no-effect control and ±100 the full control effect; nearly all actives have a fitted effect of over 60% in size
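KB-3-1 cells, DMEM (no phenol red) + 10% FBS; compound by pin transfer, 72 h, 37 °C. Readout: CellTiter-Glo luminescence after 10 min. Data normalized, curve-fitted.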
GLP1R ag – qHTS of GLP-1 Receptor Agonists | HEK293 GLP-1R CRE-luciferase, luminescence, 4-6 h; cells express a hypersensitive GLP-1R form | Potency, µM (doses to about 45.6 µM), inactives show top-dose activation, most hits filed as activators | 0.007% of 380,000 active | AID 624172, 2012 | Glucagon-like peptide 1 receptor (Homo sapiens), P43220; further: potency means the concentration at half of the fitted maximal effect; % of control where 0% means no effect
Target sequence (P43220 whole entry, looked up): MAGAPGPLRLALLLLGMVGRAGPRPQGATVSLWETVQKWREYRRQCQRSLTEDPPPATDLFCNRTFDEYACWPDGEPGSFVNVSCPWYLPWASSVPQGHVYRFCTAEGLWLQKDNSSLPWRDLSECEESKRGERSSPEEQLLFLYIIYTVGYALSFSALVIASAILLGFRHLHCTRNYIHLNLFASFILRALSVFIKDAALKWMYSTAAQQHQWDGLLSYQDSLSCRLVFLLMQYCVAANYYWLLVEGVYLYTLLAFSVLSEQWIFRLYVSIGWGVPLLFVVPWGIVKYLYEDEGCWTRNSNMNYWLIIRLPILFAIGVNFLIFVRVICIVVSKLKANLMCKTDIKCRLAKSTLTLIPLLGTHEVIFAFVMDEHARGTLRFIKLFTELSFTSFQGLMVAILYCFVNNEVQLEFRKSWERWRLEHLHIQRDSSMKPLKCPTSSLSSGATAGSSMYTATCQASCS
DRD3 antagonist – qHTS of D3 Dopamine Receptor Antagonist: qHTS. D(3) dopamine receptor (Homo sapiens), P35462. D3R cells, DiscoveRx beta-arrestin luminescence, antagonist mode; stronger effect = lower value. max response, negative = inhibition, %. 2.5% of 360,000 active; in the data active means max response below about -50%; inconclusive means no clear call, values can overlap the other calls; further: on the % scale 0 is the no-effect control and ±100 the full control effect; mostly tested at two doses, the higher about 12 µM
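Cells expressing the human receptor were seeded at 1500 cells/well, incubated overnight at 37 degrees C in 5% CO2, then exposed to library compounds with dopamine controls for 90 minutes at 37 degrees C before luminescent detection.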
HT1080 IDH1KD tx – qHTS for induction of synthetic lethality in tumor cells producing 2HG: qHTS for the HT-1080-IDH1KD cell line. HT-1080 IDH1 knockdown viability, ATP luminescence, 48 h. Potency, µM (titrated, usually from 46.1 µM), for inactives: at the highest dose activity, negative = toxicity, most hits filed as cytotoxic. AID 686971, 2013. 2% of 360,000 active;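 further: potency means the concentration at half of the fitted maximal effect; 0% = DMSO wells and -100% = cell-free medium wells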
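After a 2 h attachment period, IDH1KD HT-1080 cells took pin-transferred compound for 48 h at 37 °C; ATP-based luminescence after 10 min room-temperature reagent incubation reported viability.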
KB-V1 MDR tox – qHTS assay for MDR1-selective chemotherapeutics: Primary screen using the drug-selected MDR subline cells KB-V1. Potency, µM (series often up to 46.1 µM), inactives show top-dose activity change, negative = cytotoxicity, most hits filed as cytotoxic. 3.4% of 400,000 active. KB-V1 MDR cells viability, CellTiter-Glo, 72 h. AID 1347076, 2019; further: potency means the concentration at half of the fitted maximal effect; on the % scale 0 is the no-effect control and ±100 the full control effect; nearly all actives have a fitted effect of over 60% in size
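KB-V1, DMEM (no phenol red) + 10% FBS; cpd pin-transferred, titration series; 72 h, 37 degrees C; CellTiter-Glo, luminescence. Data normalized, curve-fit.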
SW480 rereplic – A quantitative high throughput screen for small molecules that induce DNA re-replication in SW480 colon adenocarcinoma cells. SW480 DNA re-replication, Hoechst DNA content imaging, 48 h. 1.8% of 340,000 active. Potency, µM (highest dose often 46.1 µM), without a hit: top-dose re-replication activation, actives largely listed as activators; further: potency means the concentration at half of the fitted maximal effect; % of control where 0% means no effect; nearly all actives have a fitted effect of over 55% in size
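Per well, 250 cells were exposed to pinned compound for 48 hr. Nuclear DNA was visualised with Hoechst (40 min, 37 C) and total object intensity recorded by fluorescence scanning.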
HT1080-NT tox – qHTS for induction of synthetic lethality in tumor cells producing 2HG: qHTS for the HT-1080-NT fibrosarcoma cell line; 1.6% of 360,000 active; Potency, µM (top dose mostly 46.1 µM), for the others: at the highest dose activity, negative = less viability, actives largely listed as cytotoxic; HT-1080-NT fibrosarcoma viability, CellTiter-Glo ATP luminescence, 48 h;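 further: NT is the 2HG producing partner of a matched IDH1 knockdown line; potency means the concentration at half of the fitted maximal effect; 0% = DMSO-treated cells and -100% = media-only wells without cells; nearly all actives have a fitted effect of over 55% in size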
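Read-out is CellTiter-Glo luminescence after 10 minutes at room temperature, following 48 hours' compound treatment of HT-1080-NT cells (750 cells/well, RPMI, 5% FBS, 37 degrees C).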
Numbers without * were called inactive; ? = inconclusive; · = not tested or not shown; & = joins results of further samples; [ ] = remark or other dose. Unless noted, the call rests on the fitted dose curve; in most records, active means well fitted curve in the direction sought with a large enough effect; inconclusive means small, poorly fitted or top-dose-only effect, or another doubt; inactive means no such curve, though single readings can be large; an effect the other way counts as inactive or inconclusive. No enrichment for hits. Share with any hit: about 12%.

SMILES,KB-3-1 tox,KB-V1 MDR tox,DRD3 agonist,SW480 rereplic,GLP1R ag,IL-1B inflam inh,DRD3 antagonist,HT1080-NT tox,HT1080 IDH1KD tx
CC(=O)c1cccc(NC(=O)Nc2nc(C)cc(C)n2)c1,23%,8%,4,2%,-4%,-28,10,16%,?
O=C(c1ccc2nc(Cc3cccc(Cl)c3)oc2c1)N1CCOCC1,·,·,1,-11%,0%,-16,-5,-9%,-3%
OCCNCc1cccc(-c2ccccc2)c1O,-10%,-8%,4,-6%,9%,-8,3,-18%,-12%
Cc1ccc(SCc2nc3ncccn3c2Br)cc1,0%,0%,-19,-1%,16%,-3,-14,11%,14%
CC(C)(C(N)=O)N1CCN(c2ncc(C(F)(F)F)cc2Cl)CC1,?,-16%,0,?,7%,-20,3,-2%,?
COc1cccc2cc(CC(=O)c3ccc(C)c(C)c3)c(=O)oc12,-15%,12%,2,-11%,29%,?,1,5%,0%
Cc1ccc(-c2ccc(C(=O)NCc3ccc(Cl)cc3)o2)c2ccccc12,6%,3%,13,-33%[inhibitor][9.22 µM],1%,0,-22,6%,-1%
COc1cc(C(O)c2nc3ccccc3n2C)cc(OC)c1OC (configuration not stated),-17%,0%,-6,0%,-1%,10,?,3%,-2%
COc1ccc(C(=O)NC2(C(F)(F)F)NC(=O)N(CCCc3ccccc3)C2=O)c(OC)c1OC (configuration not stated),-18%,-14%,2,-5%,7%,-7,-1,-13%,-14%
COc1ccc(OCc2ccc(C(=O)NN)cc2)cc1,-3%,3%,-10,-4%,0%,0,-21,-22%,-26%
Cc1sc2nc(N)sc2c1C,?,26%,-2,-5%,15%,22,0,-2%,-5%
Cc1nc2c(-c3ccccc3)c(C)nn2c(C)c1CCC(=O)NC(C)CCc1ccco1 (configuration not stated),-6%,-13%,-3,2%,1%,?,3,1%,-4%
CCCCOCCCNC(=O)C[C@@H]1C[C@@]2(C(=O)OC)CCCCC=C2N(Cc2ccco2)C1=O,11%,-3%,-1,·,4%,4,-12,2%,7%
COc1ccc(NC(=O)Cn2nnc(C(=O)Nc3ccc(F)c(Cl)c3)c2N)cc1,-3%,0%,-2,20%,0%,-13,-17,-20%,-22%
Cc1ccc(NC(=O)CC(NC(=O)c2ccccc2Cl)c2ccccc2)nc1 (configuration not stated),-15%,-28%,-1,-28%,2%,12,5,-5%,-3%
COc1cc(/C=N/n2cnc3c(sc4nc(C)cc(C)c43)c2=O)ccc1O,12%,3%,-2,?,5%,·,13,13%,3%
Cc1cc(Br)ccc1OCCN1CCCC1,0%,0%,-3,4%,-4%,-14,-69*,-10%,-14%
COC(=O)c1c(NC(=O)CCC(=O)O)sc(Cc2ccccc2)c1C,3%,18%,-1,-2%,-1%,21,8,-6%,-3%
CCn1ccnc1[C@@H]1C[C@H]2CN(Cc3cccc(Cl)c3)C(=O)[C@]23CCCN13,15%,-28%,1,-6%,0%,18,13,0%,2%
Cc1cc(C(=O)OCC(=O)Nc2ncc(C(F)(F)F)cc2Cl)c(C)o1,0%,-5%,1,-3%,-3%,-2,28,10%,-2%
COC(=O)[C@]12C(=O)NC[C@H](CN1c1ccc(C(F)(F)F)cc1)N2C,-20%,-11%,1,-6%,1%,-9,?,-4%,3%
Cc1cccn2c(=O)nc(SCC(=O)N3CCCC3)nc12,6%,15%,7,?,4%,17,8,4%,2%
CCOC(=O)C1(O)CC(C)=NN1C(=O)c1cccc(Br)c1 (configuration not stated),-6%,-5%,1,9%,1%,-18,-2,0%,-4%
Cc1cc(C)n(S(=O)(=O)c2cccc([N+](=O)[O-])c2)n1,10%,-9%,-6,-5%,-5%,54,-6,1%,0%
C#CCOCCOCCOCCNc1nc(N2CCOCC2)nc(N2CCN(C(=O)CCCCCCCCCCNC(=O)[C@@H](CCSC)n3cc(CCO)nn3)CC2)n1,-21%,15%,-12,1%,7%,?,13,0%,1%

Whole records, looked up by structure:
`Cc1cc(Br)ccc1OCCN1CCCC1` is entered as KB-3-1 tox = 0%; KB-V1 MDR tox = 0%; DRD3 agonist = -3; SW480 rereplic = 4%; GLP1R ag = -4%; IL-1B inflam inh = -14; DRD3 antagonist = -69*; HT1080-NT tox = -10%; HT1080 IDH1KD tx = -14%
`Cc1nc2c(-c3ccccc3)c(C)nn2c(C)c1CCC(=O)NC(C)CCc1ccco1` (configuration not stated) is entered as KB-3-1 tox = -6%; KB-V1 MDR tox = -13%; DRD3 agonist = -3; SW480 rereplic = 2%; GLP1R ag = 1%; IL-1B inflam inh = ?; DRD3 antagonist = 3; HT1080-NT tox = 1%; HT1080 IDH1KD tx = -4%

New compounds follow:
SMILES,KB-3-1 tox,KB-V1 MDR tox,DRD3 agonist,SW480 rereplic,GLP1R ag,IL-1B inflam inh,DRD3 antagonist,HT1080-NT tox,HT1080 IDH1KD tx
COc1ccc(NC(=O)CSc2nnc(NC(=O)C3CCC3)s2)c(OC)c1,0%,?,1,-29%,8%,22,5,5%,-7%
CCc1c(C)nc(SCC(=O)N2CCCCC2)[nH]c1=O,2%,-1%,9,-4%,-1%,14,8,14%,14%
CC1(C)C2CCC(CN)C1C2 (configuration not stated),1%,3%,-4,·,-2%,-3,0,1%,0%
CS(=O)(=O)c1ccc(-c2csc(C(O)c3cccc(Cl)c3)n2)cc1 (configuration not stated),0%,-9%,5,·,6%,1,1,-1%,-11%
O=C(CCCCCn1c(=S)[nH]c2cc3c(cc2c1=O)OCO3)N1CCN(C(=O)c2ccco2)CC1,17%,17%,-1,1%,-3%,0,9,-24%,-3%
COc1ccc(-c2nnc(Nc3ccc(CC(N)=O)cc3)c3ccccc23)cc1,8%,-2%,-10,7%,1%,?,-2,-4%,-9%
CC(C)OP(=O)(OC(C)C)C(Nc1ccccc1)c1ccc2c(c1)OCO2 (configuration not stated),-1%,-4%,0,-1%,5%,-11,3,-1%,-3%
CCC(C)N1CC23C=CC(O2)C(C(=O)OCc2ccccc2)C3C1=O (configuration not stated),0%,0%,-2,-2%,-5%,3,-10,6%,6%
COc1cc(C=O)cc(Br)c1OCC(N)=O,8%,20%,3,3%,8%,14,12,12%,7%
COc1ccc(OC)c(S(=O)(=O)Nc2ccc3[nH]c(=O)[nH]c3c2)c1,?,?,0&-10,-9%,4%,2,3,1%,-1%
CCOc1ccc2oc(C(=O)Nc3ccc4c(c3)OCO4)c(C)c2c1,?,1%,-9,?,16%,-50*,4,-5%,-14%
COc1ccc(NC(=O)C2(C)CCN2CCc2ccccc2)cc1OC (configuration not stated),0%,6%,72*,·,19%,-8,2,21%,15%
COc1ccc(OCC(O)CNC(C)c2ccccc2)cc1 (configuration not stated),-2%,-18%,-3,0%,3%,-12,4,-25%,-23%
CCOC(=O)c1cc2c(=O)n3cccc(C)c3nc2n(Cc2ccco2)c1=NC(=O)c1ccccc1,1%&18%,?,3&1,?,6%&1%,15&9,18&-9,4%&-3%,9%&-1%
O=C(O)CCC(=O)c1ccc2c(c1)OCCO2,7%,-4%,4,2%,-7%,-1,-25,0%,-1%
COc1cc(NC(=S)N2CCN(c3ccccn3)CC2)cc(OC)c1OC,2%,1%,0,-8%,-2%,7,?,1%,7%
CS/C(=N\S(=O)(=O)c1cccs1)Nc1cccc(Cl)c1C,0%,?,7,·,16%,0,23,-4%,-11%
c1ccc(-c2csc(=Nc3cccnc3)n2CC2CCCO2)cc1 (configuration not stated),0%,?,5,-2%,4%,11,6,-2%,0%
COc1ccc(Cn2c(CO)cnc2SCC(=O)Nc2cc(C)on2)cc1,-6%,24%,4,-6%,-2%,10,7,-1%,6%
COC(=O)c1c(C(=O)c2ccc(Br)cc2)n(C)c2ccccc12,?,21µM*,-16,8%,-25%,11,-18,-1%,-11%
COc1ccc(CCNC(=O)C2CCN(S(=O)(=O)c3cccc4cccnc34)CC2)cc1OC,-14%,4%,-3,?,-4%,28,20,1%,3%
O=C(CCCC(=O)NC1CCCC1)NC1CCCC1,6%,?,7,2%,-1%,22,-2,-4%,-1%
O=C(O)c1cc(Br)ccc1NS(=O)(=O)c1cccc2nsnc12,-5%,-27%,6,-6%,7%,11,16,-9%,-1%
Cn1c(CNS(=O)(=O)c2ccc(Cl)cc2)cc(=O)n(C)c1=O,1%,0%,3,20%,-1%,-10,-12,-2%,-4%
CC(C)NC(=O)OCc1c(COC(=O)NC(C)C)c([N+](=O)[O-])n2c1CCC2,4%,?,-4,·,1%,23,16,9%,3%

Following part.
SMILES,KB-3-1 tox,KB-V1 MDR tox,DRD3 agonist,SW480 rereplic,GLP1R ag,IL-1B inflam inh,DRD3 antagonist,HT1080-NT tox,HT1080 IDH1KD tx
O=C(CCc1c[nH]c2ccccc12)N=Nc1c(O)[nH]c2ccccc12,-7%,-24%,9,-5%,20%,15,-5,-16%,-17%
COC(=O)c1nn(-c2ccccc2)c(Cl)c1/C=N/OCc1ccc(Cl)cc1Cl,-1%,-2%,5,1%[9.22 µM],11%,-1,-18,9%,-5%
CC(C)Nc1nc(Nc2ccc(C(N)=O)cc2)c2sccc2n1,0%,21%,18,·,9%,22,32,23%,0%
Cc1ccc(NC(=S)Nc2ccc3nc(-c4ccccn4)c(-c4ccccn4)nc3c2)cc1C,26%,?,-5,?,6%,-9,56,5%,15%
O=C1c2ccccc2C(Nc2ccc(Cl)cn2)N1c1cccnc1 (configuration not stated),-14%,-20%,-5,0%,-5%,20,17,-3%,-2%
COc1ccc(CNC(=O)c2ccc3c(c2)N=C(C)c2c(C)ccc(C)c2S3)cc1,4.6µM*,1.8µM*,-5,·,19%,·,·,·,·
CN(CC1CCCN(CCc2ccc(Cl)cc2)C1)C(=O)c1ccoc1 (configuration not stated),-5%,?,-5,-1%,12%,-1,-4,-3%,0%
